TbREL1 inh: TbREL1 RNA ligase inhibitors, primary screen, biochemical, FRET fluorescence | RNA-editing ligase 1, mitochondrial (Trypanosoma brucei brucei), P86926 | TbREL1 RNA ligation | inhibition, % at 9.66 µM | actives 0.49% (n = 89,000);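 active = inhibition above the mean inhibition across all screened compounds plus 3 SD, cut at about 11% in these data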;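 note: 0% = plate median of test wells and 100% = NSC42067 control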
Target sequence (P86926 whole entry, looked up): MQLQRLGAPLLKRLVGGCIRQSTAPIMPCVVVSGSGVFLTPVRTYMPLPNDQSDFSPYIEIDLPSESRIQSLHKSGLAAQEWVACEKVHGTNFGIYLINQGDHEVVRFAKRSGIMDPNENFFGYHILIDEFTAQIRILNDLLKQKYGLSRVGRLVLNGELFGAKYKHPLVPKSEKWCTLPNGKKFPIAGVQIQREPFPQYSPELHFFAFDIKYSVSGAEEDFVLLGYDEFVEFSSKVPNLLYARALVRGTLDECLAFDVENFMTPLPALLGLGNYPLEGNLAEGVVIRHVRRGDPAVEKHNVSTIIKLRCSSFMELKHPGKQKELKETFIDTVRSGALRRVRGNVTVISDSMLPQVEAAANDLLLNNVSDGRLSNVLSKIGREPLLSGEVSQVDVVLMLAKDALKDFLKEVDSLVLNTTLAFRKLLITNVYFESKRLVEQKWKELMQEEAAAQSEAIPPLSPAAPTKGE
The depositor's hits bear a star. Only part of the results is shown; rates above refer to the full screens.

SMILES	TbREL1 inh
COc1cc(NC(=O)c2cccs2)c(C(=O)OCC(=O)NCc2ccccc2)cc1OC	-1
CCOc1ccccc1N(CC(=O)NCC1CCCO1)C(=O)CCC(=O)Nc1nccs1 (stereo unspecified)	0
CCOC(=O)C1=C(c2ccccc2)N=C2SCC(=O)N2C1c1cccc(OC)c1 (stereo unspecified)	1
Cc1ccc(C)c(NC(=O)CN(C)C(=O)c2ccncc2)c1	2
COc1cc2c(cc1OC)C1=NC(=O)CN1C(SCc1ccc(C)cc1)=N2	-1
CC(C)CCn1nnnc1C(c1ccccc1F)N1CCC(C(N)=O)CC1 (stereo unspecified)	0
O=C(OCC(=O)N(C1CCCCC1)C1CCCCC1)c1ccco1	5
CC(C)c1ccc2c(c1)C(c1cccs1)=NNC(c1ccncc1)=N2	6
Cc1cccc(C(=O)OCC(=O)N2CCCC2=O)c1O	1
CCOC(=O)C1CCN(C(=O)c2ccc(Oc3cc(Cl)cc(Cl)c3)o2)CC1	0
Cc1cc([N+](=O)[O-])ccc1NC(=O)CN1C2CCC1CC(NC(=O)NC13CC4CC(CC(C4)C1)C3)C2 (stereo unspecified)	1
O=C(O)CC(C(=O)OCCOc1ccccc1)N1CCOCC1 (stereo unspecified)	0
CCOc1ccccc1C(=O)NCc1ccc2c(c1)OCO2	4
Cc1ccc(C(=O)NC(=S)N2CCN(C)CC2)cc1	1
Cc1c(N=C2N=C(NC(=O)NC(C)(C)C)c3ccccc32)c(=O)n(-c2ccccc2)n1C	-5
O=C(Nc1ccc(F)cc1)C1(S(=O)(=O)c2ccc(Cl)cc2)CC1	7
CC(=O)NC(CC(=O)N1CCCC1)c1ccccc1 (stereo unspecified)	3
CC(=O)N1CCN(c2ccc(C(N)=O)cc2[N+](=O)[O-])CC1	6
CC1(C)OC(=O)C(=CNc2ccccc2)C(=O)O1	1
O=C(COC(=O)c1ccc(S(=O)(=O)N2CCCC2)cc1)Nc1ccccc1	1
COc1ccc(N2C(=O)C3C4C=CC(C4)C3C2=O)c(OC)c1 (stereo unspecified)	0
CC(=O)NCCc1nc(-c2ccc(Cl)cc2)no1	2
O=C(NCc1ccccc1)C(=O)NCC1OCCN1S(=O)(=O)c1ccc(Br)cc1 (stereo unspecified)	-4
COc1ccc(CNC(=O)CN=C2NC(=O)C(c3ccccc3)(c3ccccc3)N2)cc1	6
Nc1nc2ccccc2n1C(=O)c1cccs1	1
CCOc1ccc(NC(=O)CSc2ccc(-c3cccnc3)nn2)cc1	-1
Cc1cccc(N=c2c([N+](=O)[O-])nn(-c3ccc(Cl)cc3)n2O)c1	1
CCOc1c(Cl)cc(C(=O)Nc2ccccc2C(=O)O)cc1Cl	4
O=C(NCc1ccc(-c2csnn2)cc1)C1CC1	4
COc1ccc(NC(=O)COC(=O)CNS(=O)(=O)c2ccc(F)c(F)c2F)cc1OC	4
CCOc1ccc(S(=O)(=O)N2CCCC(C(=O)NCc3ccncc3)C2)cc1Cl (stereo unspecified)	-4
CCOC(=O)CCNCc1ccc(OC)c(OC)c1	10
CC1(C)C=Cc2ccc(O)c(C(=O)/C=C/c3ccccc3)c2O1	0
C#CCNC(=O)C[C@@H]1C[C@@]2(C(=O)OCC)CCC=C2N(CCC2=CCCCC2)C1=O	-1
Cc1cc2c(cc1S(=O)(=O)N1CCCC1)n(C)c(=O)c(=O)n2C	5
CC(=O)CC(=O)NC(=NC1CCCCC1)Nc1nc(C)cc(C)n1	-2
O=C(CNC(=O)c1cccc(F)c1)OCC(=O)N1CCCc2ccccc21	-1
Cc1ccccc1/C=C1\Oc2ccccc2C1=O	2
Cc1cccn2c(=O)c3cc(C(=O)NCCCN4CCCC4=O)n(C)c3nc12	-4
Fc1ccc(CNc2nc(-c3cccnc3)nc3ccccc23)cc1	2
Oc1ccc(C[C@H]2CNC(=S)N2CC2CCCN2C[C@H](Cc2ccccc2)N2C[C@H](Cc3ccc(O)cc3)N(CC3CCCCCC3)C2=S)cc1 (stereo partly specified)	-7
CC1=NS(=O)(=O)NC(C)(C)C1	0
O=C(Nc1cccc(Cl)c1)OCCN1CCCC12CCC(c1ccccc1)CC2 (stereo unspecified)	4
CC(Cc1ccccc1)NC(=O)CCNNC(=O)c1ccncc1 (stereo unspecified)	-3
CSc1ccc(CCNC(=O)CCc2nnc3ccc(N4CCOCC4)nn23)cc1	0
O=C(OCC1OC(n2ccc(=O)[nH]c2=O)C(O)C1OC(=O)c1ccccc1)c1ccccc1 (stereo unspecified)	3
Cc1cc(C)cc(OCC(=O)Nc2ccccc2C(=O)NCc2ccco2)c1	-2
Cc1ccnc2nc(C(=O)NCCc3ccc(F)cc3)nn12	1
Cc1ccc(Cn2ccc(NC(=O)c3nn(C)cc3Cl)n2)cc1	0
O=C(CO/N=C/c1ccc(OC(F)F)cc1)NCc1ccco1	6

Remaining list, next part
SMILES	TbREL1 inh
O=C1C=C(c2cccc(CO)c2)C[C@@H](c2ccc(F)cc2)C1	6
CCOc1cccc(/C=C(\C#N)C(=O)NC2CC2)c1	3
CCC(C)[C@H](NC(=O)NC1CCCc2ccccc21)C(=O)O (stereo partly specified)	0
CCCCC1=C(C(=O)OCC)C(C(=O)OCC)Oc2ccccc21 (stereo unspecified)	2
CC(C)CCNC(=O)C1C2C=CC3(CN(Cc4ccccc4Cl)C(=O)C13)O2 (stereo unspecified)	-4
Cc1ccc2nc(-c3ccc(SCC(=O)O)nc3)[nH]c2c1	7
CCCCCC(=O)NC1CCCCN(Cc2ccc(Cl)cc2)C1=O (stereo unspecified)	-1
CC(C)(C)c1cc(NC(=O)c2cc(F)c(F)c(F)c2F)no1	3
O=C(NCc1ccccc1)c1c[nH]c2cc3c(cc2c1=O)OCCO3	2
CC(C)CNC(=O)OCc1cn(Cc2ccc(C(F)(F)F)cc2)nn1	0
O=C(O)C1CCN(C(=O)c2ccccc2Cl)CC1	4
COc1ccc(C)cc1NC(=O)CCN1CCCC1	4
O=C(c1cc(-c2ccc(Cl)cc2Cl)on1)N1CCN(C(=O)c2ccco2)CC1	1
Clc1ccc2nc(-c3ccccc3)nc(C(Cl)Cl)c2c1	4
C=CCOc1ccc(C2c3c(oc4ccccc4c3=O)C(=O)N2CCCN2CCOCC2)cc1 (stereo unspecified)	-2
C[C@@H]1CN([C@H](C)CO)C(=O)CCCn2cc(nn2)CO[C@H]1CN(C)C(=O)Nc1ccnc(N2CCOCC2)c1	1
O=C(c1ccccc1)N1CCN(C2CCCCCC2)CC1	10
COc1ccc(-c2ccc3oc(-c4ccsc4)cc(=O)c3c2)cn1	0
COc1ccc(/C=N/Nc2ncnc3sc(C)c(C)c23)cc1	6
O=S(=O)(NCc1ccccc1)c1cc(Br)ccc1Br	1
Cc1ccc(-c2nn3c(-c4ccco4)nnc3c3ccccc23)cc1S(=O)(=O)NCC1CCCO1 (stereo unspecified)	3
COc1ccc(C(=O)Cn2cnc3ccccc3c2=O)c(OC)c1	-1
CC(=O)Nc1ccc(NC(=O)CSc2ccc([N+](=O)[O-])cn2)cc1	-1
O=C(CN1CCN(C(=O)c2cccc(S(=O)(=O)N3CCCC3)c2)CC1)Nc1ccc(F)cc1	6
COc1ccc(NC(=O)NC(C)c2ccc3c(c2)OCO3)c(OC)c1 (stereo unspecified)	5
COc1cccc(C(=O)C[n+]2cccc3cc(OC)ccc32)c1	3
O=S(=O)(c1ccc(F)cc1)N1CCN(S(=O)(=O)c2ccc3c(c2)OCCO3)CC1	0
C/C(CC(=O)Nc1c(C)cc(C)cc1C)=N\NC(=O)Cc1ccccc1	0
CC1=C(C(=O)OCc2ccccc2)C(/C=C/c2ccccc2)NC(=S)N1 (stereo unspecified)	0
COc1ccc(C)cc1Nc1cc(C)nc2nc(C)nn12	1
CC(C)(C)NC(=O)CN(Cc1cccs1)C(=O)CN1C(=O)C(=O)c2ccccc21	1
COc1ccc(N(CC(=O)Nc2ccccc2C(=O)N2CCCC2)S(=O)(=O)c2ccccc2)cc1	-3
Brc1ccccc1-c1nnc2sc(Cc3ccccc3)nn12	-1
N/C(=N\OC(=O)COc1cc(Cl)c(Cl)cc1Cl)c1ccccn1	-4
O=C1CC(c2ccsc2)Sc2ccccc2N1 (stereo unspecified)	-1
CC(=O)c1ccc(C(=O)Nc2nnc(-c3ccc(Cl)cc3)o2)cc1	5
COC(=O)C(C(=O)OC)C(CC(=O)c1ccc(C)cc1)c1cc(OC)c(OC)c(OC)c1 (stereo unspecified)	0
CC(NC(=O)OCc1ccccc1)C(=O)NCC1CCCO1 (stereo unspecified)	-2
O=C(C1CCCCC1)N1C[C@@H](n2cc(-c3ccc(F)cc3)nn2)[C@H](O)C[C@@H]1c1ccc(Cl)cc1	0
CCCOc1ccc(N2CC(C(=O)Nc3ccccc3C(=O)NC)CC2=O)cc1 (stereo unspecified)	-2
CN(C)S(=O)(=O)c1ccc(N2C(=O)CC2(/C=C/c2ccccc2)C(=O)NC2CCCC2)cc1 (stereo unspecified)	0
COC(=O)c1ccc(CNC(=O)CN(CCC(C)C)S(=O)(=O)c2ccc3c(c2)OCCO3)cc1	-2
O=C(COC(=O)CCC(=O)c1ccc(F)cc1)Nc1cccc(S(=O)(=O)N2CCCC2)c1	0
CC(C)(C)NC(=O)NC(=O)COC(=O)c1cc[n+]([O-])cc1	5
Cc1cccc(C)c1OCC(O)CNC(C)c1ccccc1 (stereo unspecified)	6
Cc1cc(N2CCN(C(=O)c3ccoc3)CC2)n2nc(-c3ccccc3)cc2n1	1
O=C(NCCCN1CCOCC1)c1ccccc1NS(=O)(=O)c1ccc(F)cc1	-1
Cc1ccn2c(NC3CCCCC3)c(C)nc2c1	-1
CCn1c(=O)c(C(=O)NNS(=O)(=O)c2ccc(Cl)cc2)c(O)c2ccccc21	-1
Nc1ccc2c(c1)nnn2-c1ccccc1	-1

(next part)
SMILES	TbREL1 inh
CCCn1c(C)cc(=O)c2cc(NC(=O)c3ccccn3)ccc21	-3
O=C(OCc1cn(Cc2c(F)cccc2F)nn1)N1CCCC1	-1
CC1ON=C(c2ccc(F)cc2)NC1=O (stereo unspecified)	-1
O=C(Nc1ccc2c(c1)OCO2)C1CCCN1C(=O)Nc1ccccc1 (stereo unspecified)	-2
O=C(CC1C(=O)NCCN1C(=O)Nc1ccccc1)Nc1cc(Cl)ccc1Cl (stereo unspecified)	0
O=C(CCC(NC(=O)OCc1ccccc1)C(=O)OCc1ccccc1)NCC(=O)OCc1ccccc1 (stereo unspecified)	-2
CCOc1ccccc1NS(=O)(=O)N(C)C	4
Cc1ccc(OCc2nnc(SCC(=O)Nc3ccc(OCc4ccccc4)cc3)n2-c2ccc(Cl)cc2)cc1	-4
C=C1C2(C(=O)Nc3nccs3)CCC(C2)C1(C)C (stereo unspecified)	8
O=C(CSc1nc(O)cc(=O)n1-c1ccccc1)Nc1ccc(Br)cn1	1
CCCCCn1c(=O)[nH]c2cc(C(=O)NCCCN3CCCCC3C)ccc2c1=O (stereo unspecified)	11*
O=C(Cn1c(=O)oc2cc(S(=O)(=O)NCc3ccccc3)ccc21)N1CCCC1	0
Cc1ccc(C)c(NC(=O)NNC(=O)CCc2ccccc2)c1	0
C/C(=N/NC(=O)C1CCCCC1)c1ccc([N+](=O)[O-])cc1	6
Cc1ccc(NC(=O)N2CCC(c3ccccc3)C2)cc1C (stereo unspecified)	0
Cc1ccc(S(=O)(=O)N2[C@@H](c3ccc(Br)cc3)C(C(=O)O)=CC[C@H]2c2ccc3c(c2)OCO3)cc1	1
O=C(Nc1ccc(Cl)c(NC(=O)c2cccs2)c1)c1ccco1	1
CCc1ccc2nc(N(CCN(C)C)C(=O)c3ccc4ncsc4c3)sc2c1	2
O=C(CSc1nnc(Cc2cccs2)n1Cc1ccco1)Nc1cc(Cl)cc(Cl)c1	1
Cc1cc(S(=O)(=O)N(Cc2ccc(C(C)(C)C)cc2)Cc2cccs2)ccc1-n1cnnn1	1
O=C(Cn1nnc(-c2ccccc2)n1)Nc1cccc(S(=O)(=O)N2CCOCC2)c1	-1
COc1cccc(C(=O)Nc2ccc3c(c2)C(=O)N(CCC(=O)O)C3=O)c1	1
O=c1c2cc(N3CCOCC3)ccc2[nH]c(=S)n1CCCN1CCCCC1	-2
Cn1nnc(NC(=O)CSc2ccc(Cl)cc2)n1	-1
Cn1c(CNc2nc3ccccc3n2CCN2CCCCC2)nc2ccccc21	0
CC(=O)NC1C(=O)Nc2c1cccc2C(F)(F)F (stereo unspecified)	4
CC(=O)N(/N=C/c1ccc(C)cc1)c1nc(CCl)cs1	1
CC(CNC(=O)[C@@H](Cc1ccccc1)NC(=O)[C@H]1O[C@@H](n2cnc3c(=O)[nH]c(N)nc32)[C@H](O)[C@@H]1O)c1ccccc1 (stereo partly specified)	3

TbREL1 inh: entries above that show a hit.
SMILES	TbREL1 inh
CCCCCn1c(=O)[nH]c2cc(C(=O)NCCCN3CCCCC3C)ccc2c1=O (stereo unspecified)	11*

Among those listed so far, these contain an aryl methoxy group:
SMILES	TbREL1 inh
COc1cc(NC(=O)c2cccs2)c(C(=O)OCC(=O)NCc2ccccc2)cc1OC	-1
CCOC(=O)C1=C(c2ccccc2)N=C2SCC(=O)N2C1c1cccc(OC)c1 (stereo unspecified)	1
COc1cc2c(cc1OC)C1=NC(=O)CN1C(SCc1ccc(C)cc1)=N2	-1
COc1ccc(N2C(=O)C3C4C=CC(C4)C3C2=O)c(OC)c1 (stereo unspecified)	0
COc1ccc(CNC(=O)CN=C2NC(=O)C(c3ccccc3)(c3ccccc3)N2)cc1	6
COc1ccc(NC(=O)COC(=O)CNS(=O)(=O)c2ccc(F)c(F)c2F)cc1OC	4
CCOC(=O)CCNCc1ccc(OC)c(OC)c1	10
COc1ccc(C)cc1NC(=O)CCN1CCCC1	4
COc1ccc(-c2ccc3oc(-c4ccsc4)cc(=O)c3c2)cn1	0
COc1ccc(/C=N/Nc2ncnc3sc(C)c(C)c23)cc1	6
COc1ccc(C(=O)Cn2cnc3ccccc3c2=O)c(OC)c1	-1
COc1ccc(NC(=O)NC(C)c2ccc3c(c2)OCO3)c(OC)c1 (stereo unspecified)	5
COc1cccc(C(=O)C[n+]2cccc3cc(OC)ccc32)c1	3
COc1ccc(C)cc1Nc1cc(C)nc2nc(C)nn12	1
COc1ccc(N(CC(=O)Nc2ccccc2C(=O)N2CCCC2)S(=O)(=O)c2ccccc2)cc1	-3
COC(=O)C(C(=O)OC)C(CC(=O)c1ccc(C)cc1)c1cc(OC)c(OC)c(OC)c1 (stereo unspecified)	0
COc1cccc(C(=O)Nc2ccc3c(c2)C(=O)N(CCC(=O)O)C3=O)c1	1

Assay outcomes from PubChem.
